High-throughput results (PubChem)
hERG protect: shields human hERG channel from block by proarrhythmic agents | 0.51% of 310,000 active | Q12809 | activation (rescue from dofetilide block), less the hit threshold, % at 10 µM | CHO-hERG, FluxOR thallium flux, dofetilide IC70 present;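 active = activation above the mean of controls blocked by dofetilide plus 5 SD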;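 also: thallium influx through hERG after potassium depolarization seen as dye fluorescence rise; in these data hits start at about 4.7%; inactives centre near -7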
KCNQ1 act: potentiates or activates the human KCNQ1 potassium channel; CHO-K1 KCNQ1, thallium flux FluxOR fluorescence; stronger effect = higher value; B-score at 10 µM; 0.35% of 310,000 active;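 active = fluorescence ratio B-score, a plate-corrected score, at least three library SD, with initial intensity B-score within 5 SD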
Target sequence (P51787 whole entry, looked up): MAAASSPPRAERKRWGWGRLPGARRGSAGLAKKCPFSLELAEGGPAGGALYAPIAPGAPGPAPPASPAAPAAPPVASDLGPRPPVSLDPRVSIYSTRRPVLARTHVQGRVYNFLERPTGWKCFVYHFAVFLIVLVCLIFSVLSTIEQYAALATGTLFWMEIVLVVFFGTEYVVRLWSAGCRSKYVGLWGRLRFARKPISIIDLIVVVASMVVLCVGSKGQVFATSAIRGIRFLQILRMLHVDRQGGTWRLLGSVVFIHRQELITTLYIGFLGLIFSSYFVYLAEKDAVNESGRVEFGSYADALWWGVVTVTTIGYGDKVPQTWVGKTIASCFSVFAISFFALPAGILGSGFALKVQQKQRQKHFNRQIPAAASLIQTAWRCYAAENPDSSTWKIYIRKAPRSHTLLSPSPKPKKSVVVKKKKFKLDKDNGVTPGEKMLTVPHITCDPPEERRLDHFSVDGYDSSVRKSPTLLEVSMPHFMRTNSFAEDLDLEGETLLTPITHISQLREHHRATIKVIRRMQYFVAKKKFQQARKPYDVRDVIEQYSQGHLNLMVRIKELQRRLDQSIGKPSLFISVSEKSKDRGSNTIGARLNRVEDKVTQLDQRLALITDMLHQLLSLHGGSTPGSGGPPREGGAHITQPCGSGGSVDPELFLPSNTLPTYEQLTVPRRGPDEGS
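assay system = CHO-K1 cells stably expressing KCNQ1 | medium = assay buffer, equal DMSO in all wells | timing = 37 °C overnight plating, 90-min dark dye load, 20-min compound pretreatment | measured by = kinetic FluxOR thallium fluorescence, 10-s 1-Hz baseline, 110-s post-stimulus read | measure = fluorescence change relative to baseline, converted to B score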
KCNQ1 inh: blocks the human KCNQ1 potassium channel; B-score at 10 µM; 1.3% of 310,000 active; P51787; CHO-K1 KCNQ1, FluxOR thallium flux fluorescence; stronger effect = higher value; AID 2642;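 active = compounds whose thallium flux B-score, printed positive for inhibition, exceeds three library SD while starting fluorescence stays within three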;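 also: channel opened by potassium depolarization with thallium stimulus after 20 min compound exposure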
KCNK9 inh: human KCNK9 channel inhibition | Q9NPC2 | HEK293 KCNK9, FluxOR thallium flux fluorescence; stronger effect = lower value | B-score at 10 µM | 1.2% of 310,000 active;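 active = ratio B-score over 3 SD below the library mean, with starting fluorescence within 5 SD of its mean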;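 also: negative B-score means less thallium flux so channel inhibition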
TRPC4 potent: TRPC4 (mouse) allosteric potentiation; B-score at 10 µM; Q9QUQ5; AID 2227; HEK293 TRPC4beta/mu-opioid, DAMGO EC20, Fluo-4 Ca2+ flux; stronger effect = higher value; 0.42% of 310,000 active;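 active = B-score of calcium response area above 5 SD of library B-scores, with initial fluorescence ratio within 5 SD of library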;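 also: B-score of integrated fluorescence ratio over time as area under calcium response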
Dyrk1A ADPGlo: blocks rat Dyrk1A kinase activity. inhibition, % at 12.5 µM. ADP-Glo luminescence, NFATc1 peptide. Q63470. 0.43% of 310,000 active. AID 504441; in the data active = inhibition above about 50%;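 also: plate controls were vehicle with enzyme for no effect and no enzyme for full effect; many of its hits are not listed in these tables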
TRPC4 block: inhibitors of mouse TRPC4 channel | Q9QUQ5 | HEK293 TRPC4beta/mu-opioid, DAMGO-evoked Fluo4 calcium flux; stronger effect = lower value | B-score at 10 µM | 0.39% of 300,000 active | AID 2247;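 active = B-score over 3 SD under the library average, no early fluorescence shift, positive overall ratio signal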
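System: stable TRPC4beta/mu-opioid receptor HEK293 cells; Dosing: single-point compound dosing; Measured by: Fluo4 Ca2+ flux fluorescence; Read-out basis: per-well B score of integrated baseline-normalized Fluo4 ratio.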
PolyA inh: inhibitors of polyadenylation in S. cerevisiae; S. cerevisiae SKY197-pL101 polyadenylation reporter, beta-gal luminescence; efflux-impaired pdr1/pdr3 knockout yeast; score 100 = 6 SD above DMSO; calls only at 12 µM; 0.02% of 300,000 active; AID 1875;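 active = lowest replicate activity score at least 50, where 100 means six control SD above control mean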;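 also: yeast exposed to compound for 9 h at 30 °C; higher score means more reporter readthrough which indicates perturbed polyadenylation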
Platelet DG rel: modulates dense granule release in human platelets; human platelet-rich plasma, SFLLRN dense granule ATP release, luminescence; inhibition, %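 (compounds screened at 7.5 µM in platelet-rich plasma)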; 0.22% of 300,000 active;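 active = mean replicate score, as percent of positive control, at or above 50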
TRPC4 act: opens the mouse TRPC4 cation channel | HEK293 TRPC4beta/mu-opioid, Fluo4 calcium fluorescence; stronger effect = higher value | B-score at 10 µM | 0.49% of 310,000 active;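 active = B-score above 5 SD of library B-scores, and initial fluorescence ratio not above library mean plus 5 SD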;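 also: positive B-score marks a calcium rise read as TRPC4 activation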
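Technique: kinetic Fluo4 calcium fluorescence; Test system: TRPC4beta and mu-opioid receptor HEK293 stable cells; Measure: B-scored integrated calcium fluorescence ratio; Benchmarks: low control buffer alone, high control maximal DAMGO; Schedule: 45 min room-temperature Fluo4 loading, 110 s read.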
KCNK3 inh: human KCNK3 channel inhibition, primary screen. AID 602410. 0.84% of 340,000 active. O14649. CHO-KCNK3 thallium flux, FluxOR fluorescence; stronger effect = lower value. B-score at 10 µM;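 active = B-score under library mean minus 4 SD, starting fluorescence ratio at most library mean plus 5 SD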;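 also: more negative B-score means stronger inhibition of thallium flux through KCNK3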
Target sequence (O14649 whole entry, looked up): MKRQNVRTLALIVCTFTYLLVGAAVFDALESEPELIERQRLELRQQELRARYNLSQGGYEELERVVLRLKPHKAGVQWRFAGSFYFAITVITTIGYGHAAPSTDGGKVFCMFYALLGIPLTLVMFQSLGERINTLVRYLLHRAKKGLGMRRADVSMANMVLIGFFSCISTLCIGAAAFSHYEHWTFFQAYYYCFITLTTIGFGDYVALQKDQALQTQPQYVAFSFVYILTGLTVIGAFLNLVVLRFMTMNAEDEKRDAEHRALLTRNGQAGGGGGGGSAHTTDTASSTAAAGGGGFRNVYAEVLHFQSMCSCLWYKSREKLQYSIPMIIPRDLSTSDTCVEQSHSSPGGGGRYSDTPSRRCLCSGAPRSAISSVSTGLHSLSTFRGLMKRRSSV
* marks the source's active call; other numbers are inactive results; i = inactive; . = not tested or not shown. A portion of the library; count on the stated rates, not on these rows.

item	compound	PolyA inh	KCNQ1 act	hERG protect	Platelet DG rel	KCNK3 inh	KCNQ1 inh	Dyrk1A ADPGlo	TRPC4 act	TRPC4 potent	KCNK9 inh	TRPC4 block
1	C#CCOCCOCCOCCNc1nc(N2CCN(C(=O)[C@H](CCCCN)n3cc([C@@H](N)CC(C)C)nn3)CC2)nc(N2CCN(C(=O)[C@H](Cc3ccc(O)cc3)n3cc([C@@H](N)CC(C)C)nn3)CC2)n1	i	i	-7	-1	.	i	.	i	i	i	i
2	Cc1oc2nc(SCC(=O)N3CCCCC3)nc(N)c2c1C	i	i	-2	3	i	i	-4	i	i	i	i
3	C=CCn1c(Cc2cccc3ccccc23)n[nH]c1=S	i	i	-9	13	i	i	0	i	i	i	i
4	CCN1CCN(C(=O)c2cc(COc3c(C)cccc3C)on2)CC1	i	i	-6	-3	i	i	-1	i	i	i	i
5	COc1ccc(-c2ccccc2NC(=O)C2CCCN(Cc3ccco3)C2)cc1 (stereo unspecified)	i	i	-8	-1	i	i	-3	i	i	i	i
6	COc1ccc(CCNC2CC(=O)N(C3CCCCC3)C2=O)cc1OC (stereo unspecified)	i	i	-13	-1	i	i	-1	i	i	i	i
7	Cc1[nH]c2ccccc2c1CN1CCC(CO)(Cc2ccccc2)CC1	i	i	-12	3	i	i	-28	i	i	i	i
8	Cc1cc(C)nc(N2CCC(C(=O)NCc3ccco3)CC2)n1	i	i	-8	-1	i	i	1	i	i	i	i
9	CC(C(=O)OCC(=O)c1cccc([N+](=O)[O-])c1)N1C(=O)C2C3C=CC(C3)C2C1=O (stereo unspecified)	i	i	-7	9	i	i	-4	i	i	i	i
10	O=C1C(=O)N(Cc2ccncc2)C(c2cccc(O)c2)/C1=C(\O)c1ccc2c(c1)OCCO2 (stereo unspecified)	i	i	-5	-7	i	i	1	i	i	i	i
11	O=C(CNC(=S)N(CCCN1CCOCC1)Cc1cccs1)NC1CCCC1	i	i	-2	9	i	i	.	i	i	i	i
12	Cc1c(C(=O)N(Cc2nccn2C)C(C)C)oc2c(F)cccc12	i	i	-7	1	i	i	-6	i	i	i	i
13	CC(C)(C)N1OC2CC1c1nc3ccccc3n1C2 (stereo unspecified)	i	i	-11	0	i	i	2	i	i	i	i
14	CCN1CCN(c2cc3nc(C)n(Cc4ccccc4)c(=O)c3cc2NC(=O)c2ccccc2F)CC1	i	i	-7	-4	i	i	-5	i	i	i	i
15	COc1ccc(CN(CC2CCCO2)C(=O)c2cc3ccccc3oc2=O)cc1 (stereo unspecified)	i	i	-6	-2	i	i	-5	i	i	i	i
16	Cc1cc(NC(=O)c2cc(C(C)C)on2)no1	i	i	-7	13	i	i	-3	i	i	i	i
17	CS(=O)(=O)N(CC(=O)Nc1ccccc1C(=O)N1CCOCC1)c1ccc(Cl)cc1	i	i	-5	30	i	i	12	i	i	i	i
18	Cc1ccccc1-c1nn[nH]n1	i	i	-9	2	i	i	0	i	i	i	i
19	CCOc1cc(/C=C2\SC(=S)N(C(C(=O)O)c3ccccc3)C2=O)ccc1O (stereo unspecified)	i	i	-21	4	i	i	-6	i	i	i	i
20	S=C(NCCc1ccccc1)NCC1CCCO1 (stereo unspecified)	i	i	-11	4	i	i	-2	i	i	i	i
21	CCN(CC)CCN(C(=O)c1ccc(Br)s1)c1nc2cc3c(cc2s1)OCO3	.	i	-14	-2	i	i	.	i	i	i	i
22	CCOc1ccc(OCCC(=O)N2CCN(S(=O)(=O)c3ccc(OCC)cc3)CC2)cc1	i	i	-2	-32	i	i	1	i	i	i	i
23	CCOc1ccc(C(Nc2ccc(C)cc2)P2(=O)OCCC(C)O2)cc1 (stereo unspecified)	i	i	-8	0	i	i	6	i	i	i	i
24	O=C(C[n+]1cc(-c2ccccc2)n2c1CCC2)Nc1nc(-c2ccc(F)cc2)cs1	i	i	-11	1	i	i	3	i	i	i	i
25	O=C1NN(c2ccccc2)C(=O)/C1=C\c1cccc(OC(=O)c2cccs2)c1	i	i	-4	17	i	i	3	i	i	i	i

Quoted at random: two records from the list
item	compound	PolyA inh	KCNQ1 act	hERG protect	Platelet DG rel	KCNK3 inh	KCNQ1 inh	Dyrk1A ADPGlo	TRPC4 act	TRPC4 potent	KCNK9 inh	TRPC4 block
11	O=C(CNC(=S)N(CCCN1CCOCC1)Cc1cccs1)NC1CCCC1	i	i	-2	9	i	i	.	i	i	i	i
1	C#CCOCCOCCOCCNc1nc(N2CCN(C(=O)[C@H](CCCCN)n3cc([C@@H](N)CC(C)C)nn3)CC2)nc(N2CCN(C(=O)[C@H](Cc3ccc(O)cc3)n3cc([C@@H](N)CC(C)C)nn3)CC2)n1	i	i	-7	-1	.	i	.	i	i	i	i

Further results
item	compound	PolyA inh	KCNQ1 act	hERG protect	Platelet DG rel	KCNK3 inh	KCNQ1 inh	Dyrk1A ADPGlo	TRPC4 act	TRPC4 potent	KCNK9 inh	TRPC4 block
26	O=C(c1ccc(Cl)cc1)N1CCC(O)(CSc2ccc(Cl)cc2Cl)CC1	i	i	-7	-16	i	i	9	i	i	i	i
27	Nn1c(SCc2ccc(Br)cc2)nnc1-c1ccncc1	i	i	-4	0	i	i	-5	i	i	i	i
28	CC1(C)CC(=O)C(C=NCCN2CCN(CCCCS(=O)(=O)O)CC2)=C(O)C1	.	i	-9	0	i	i	-6	i	i	i	i
29	COc1cc(CCC(=O)OCC(=O)Nc2ccccc2OC(F)F)cc(OC)c1OC	i	i	0	-6	i	i	-5	i	i	i	i
30	COC(=O)c1ccc(COc2ccc(/C=N/O)cc2)o1	i	i	-20	1	i	i	-6	i	i	i	i
31	COc1cc(O)c(C(CCN2CCCC(C)C2)c2cc(OC)c(OC)c(OC)c2)c(OC)c1 (stereo unspecified)	i	i	-11	6	i	i	-3	i	i	i	i
32	CC[C@@H]1CC=C[C@H]2[C@H]1C(=O)N(Cc1ccccc1)[C@H]2c1ccc(OC)c(Cl)c1	i	i	-9	3	i	i	1	i	i	i	i
33	CC1CCCCN1C(=O)Cn1c(=O)n(C2CCCCC2)c(=O)c2ccccc21 (stereo unspecified)	i	i	-3	5	i	i	-3	i	i	i	i
34	O=C(Cc1ccc2c(c1)OCCO2)c1c(O)cc(O)cc1O	i	i	-18	-2	i	i	4	i	i	i	i
35	Cc1ccc(C23CC4CC(CC(CC(=O)NC(C)(C)CO)(C4)C2)C3)cc1	i	i	-7	8	i	i	2	i	i	i	i
36	CCc1ccc(NS(=O)(=O)c2cc3c4c(c2)CCN4C(=O)CC3)cc1	i	i	-9	3	i	i	-4	i	i	i	i
37	Fc1ccc(Nc2nc(N3CCOCC3)nc(N3CCOCC3)n2)cc1Cl	i	i	-8	9	i	i	-1	i	i	i	i
38	COc1ccc(S(=O)(=O)N2CCN(c3ccccc3OC)CC2)cc1	i	i	-7	-3	i	i	.	i	i	i	i
39	Cc1nn(-c2ccccc2)c(C)c1/C=N/NC(=O)c1cc(-c2ccc(Br)s2)[nH]n1	i	i	-23	0	i	i	-1	i	i	i	i
40	CCn1c(SCC(=O)N2CCCC(C)C2)nc2c1c(=O)n(C)c(=O)n2C (stereo unspecified)	i	i	-13	-7	i	i	-5	i	i	i	i
41	C(/CCc1ccccc1)=N\n1cnnc1	i	i	-4	3	i	i	-3	i	i	i	i
42	O=C(O)c1ccccc1P(=O)(c1ccccc1)c1ccccc1	i	i	-7	-9	i	i	.	i	i	i	i
43	NC(=O)c1ccc(NCc2ccco2)c([N+](=O)[O-])c1	i	i	-6	2	i	i	10	i	i	i	i
44	CC1CCCN(C(=O)c2cc(F)c(F)cc2Cl)C1 (stereo unspecified)	i	i	-9	0	i	i	.	i	i	i	i
45	O=S(=O)(c1ccc(Cl)cc1)N1CCC2(CC1)CO2	i	i	-8	1	i	i	-3	i	i	i	i
46	O=C(CN(Cc1ccccc1)C(=O)c1cccc([N+](=O)[O-])c1)Nc1c(Cl)cc(Cl)cc1Cl	i	i	-7	1	i	i	.	i	i	i	i
47	CCOC(=O)Oc1ccc2oc(=O)cc(C)c2c1	i	i	-9	-6	i	i	15	i	i	i	i
48	O=C(C[n+]1ccccc1)N/N=C/c1cc(Br)cc(Br)c1O	i	i	-6	-3	i	i	5	i	i	i	i
49	Cc1cc(C)nc(-n2nc(C)c3c(C(F)(F)F)cc(=O)[nH]c32)n1	i	i	-11	-8	i	i	3	i	i	i	i
50	COc1ccc(CCN2CC3=C(C2=O)C(c2ccccc2)NC(=O)N3C)cc1OC (stereo unspecified)	i	i	-10	-3	i	i	-1	i	i	i	i
51	C/C(CCc1ccc2c(c1)OCO2)=N\N=C1\NC(=O)CC(C(=O)Nc2ccccc2F)S1 (stereo unspecified)	i	i	-4	-4	i	i	5	i	i	i	i
52	O=C(O)CCCCCNc1nc2ncn(Cc3ccccc3)c2c(=O)[nH]1	i	i	-2	-5	i	i	-6	i	i	i	i
53	CN(C)S(=O)(=O)c1ccc(C(=O)Nc2ccc3c(c2)CCC3)cc1	i	i	-8	5	i	i	-3	i	i	i	i
54	Cc1ccc(OC(=O)c2ccc(C)c(C)c2)cn1	i	i	-15	-3	i	i	4	i	i	i	i
55	O=C(NCCCn1ccnc1)/C(=C/c1ccc(F)cc1)NC(=O)c1ccccc1	i	i	-15	0	i	i	-5	i	i	i	i
56	O=c1oc2c(CN3CCOCC3)c(O)ccc2c2ccccc12	i	i	-10	-3	i	i	4	i	i	i	i
57	Cc1ccc(-n2cc(CNCCc3ncc(C)[nH]3)c(-c3ccc(F)cc3)n2)cc1	i	i	-12	0	i	i	-4	133*	i	i	i
58	COc1ccccc1OC(C)C(=O)Nc1ccccc1C(=O)NCC1CCCO1 (stereo unspecified)	i	i	-9	25	i	i	2	i	i	i	i
59	O=C(O)c1c2c(nc3ccc(S(=O)(=O)N4CCC(C(=O)NC5CCCC5)CC4)cc13)CCCCC2	i	i	-2	23	i	i	-1	i	i	i	i
60	OC(COc1ccc(Cl)cc1)CN1CCC(Cc2ccccc2)CC1 (stereo unspecified)	i	i	-15	3	i	i	-3	i	i	i	i
61	S=C(NCCCN1CCOCC1)NC1CCCC1	i	i	-9	0	i	i	-1	i	i	i	i
